# CSM14.1 death rescue = protection against thapsigargin-triggered cell killing – 384-well, CSM14.1, ATP luminescence, primary screen (AID 1222); CSM14.1 thapsigargin-induced death rescue, ATP luminescence; higher % means a stronger effect; 190,000 tested, under 10 active; cellular ATP content (survival), % at 20 µM, or EC50 in µM where a hit was titrated;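 active = EC50 below 50 µM in the dose-response confirmation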;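 note: death triggered by thapsigargin at about 15 µM added after 2 h compound pretreatment; cell ATP read after overnight thapsigargin exposure of roughly 18 to 22 hours; normalized against plate controls of thapsigargin alone and 5% DMSO vehicle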
# TNAP activation fold = stimulation of alkaline phosphatase TNAP activity – biochemical, luminescent, no phosphate acceptor, uHTS, primary screen (AID 1001). activation fold at 20 µM; hits with a dose series show EC50 in µM. 200,000 tested, 0.03% active. purified TNAP, luminescent activation assay, no phosphate acceptor; higher activation fold means a stronger effect; in the data active = activation fold from about 3, or a potency from the dose series; inactive = the rest, 99 in 100 with activation fold below about 1.6; note: many of its hits are not listed in these tables
# WT yeast gro inh = growth inhibition of WT yeast, mitochondrial fusion screen. mitochondrial fusion phenotypic screen, WT strain. inhibition, % at 10 µM. 190,000 tested, 2.1% active. AID 1362; in the data active = inhibition above about 58%; tested in S. cerevisiae
# Hep lipid drop = modulators of hepatic lipid droplet formation. AML12 mouse hepatocytes, oleate lipid droplets, BODIPY imaging. inhibition, % at 6.5 µM. 240,000 tested, 0.4% active. AID 1656;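 active = lipid droplet intensity inhibited by at least 50%, with more than 500 cells counted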
#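 Material – AML12 mouse liver cells · Also added – oleate loading, 100 µM · Compound dosing – 6.5 µM single-point dosing · Times – overnight treatment with compound plus oleate · Measured by – fluorescence imaging, 20x objective, two fields per well · Read-out – percent inhibition of filter-corrected integrated lipid droplet intensity per well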
# Myeloid diff 2 = compounds promoting myeloid differentiation. ER-HoxA9 myeloid progenitors, lysozyme-GFP differentiation, flow cytometry. calls only at 10 µM. 360,000 tested, 1% active;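 active = normalized GFP-positive differentiation at or above the plate's own cutoff, the solvent-only control mean plus 3 SD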;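 note: cells exposed to compound for four days before flow analysis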
# UTI89 phage lysis = protection from phage-mediated lysis, alamar blue read-out – E. coli UTI89, K1F phage, bacterial capsule biogenesis inhibitors (AID 488966); one-dose inhibition, % at 100 µM; IC50 in µM for titrated hits; 340,000 tested, 0.02% active; E. coli UTI89 K1F phage lysis, alamar blue, 2 h; higher % means a stronger effect;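 active = phage lysis inhibition, versus mean bacterial control, above a set limit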;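 note: capsule biogenesis inhibitors block K1F phage lysis so surviving cells raise fluorescence; higher fluorescence means more inhibition of phage lysis; actives were called in the ten point dose series up to 300 µM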
# human PMI inhibitors = human PMI inhibitors, high substrate, primary screen, biochemical, fluorescence intensity, high mannose 6-phosphate (AID 1220). recombinant PMI enzyme, coupled fluorescence intensity; higher % means a stronger effect. 190,000 tested, 0.66% active. inhibition, % at 20 µM, or IC50 in µM where a hit was titrated
# human PMI inhibition = inhibitors of human PMI, primary screen, biochemical, fluorescence intensity, coupled assay (AID 1209); purified PMI enzyme, coupled fluorescence intensity; higher % means a stronger effect; inhibition, % at 20 µM; hits with a dose series show IC50 in µM; 190,000 tested, 0.42% active;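 note: plate controls were DMSO vehicle for no effect and wells lacking substrate for full effect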
# P. falciparum M1AAP = P. falciparum M1AAP inhibitors, biochemical, fluorogenic H-Leu-NHMec substrate, 1536-well (AID 1445). recombinant M1AAP, H-Leu-NHMec fluorogenic kinetic assay; higher % means a stronger effect. inhibition, % at 30 µM, or IC50 in µM where a hit was titrated. 220,000 tested, 0.42% active;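 active = primary inhibition above the hit cutoff, then over 50% inhibition at one or more dose response concentrations, cut at about 23% in these data, passing the limit was not always enough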;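 note: plate controls were DMSO full reaction for no effect and no enzyme background for full effect; strong numbers were not always called active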
# WT yeast gro inh mutant strain = also measured in WT yeast gro inh; calls as there; inhibition, %; mitochondrial fusion phenotypic screen, mutant strain inhibition
# Hep lipid drop cells 6.5 µM = further read-out of Hep lipid drop, marked with its call; cell count; measured here: cell count, cytotoxicity flag;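 cells counted across two imaged fields per well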
# Myeloid diff 2 GFP+ MAC1+ % = second read-out of Myeloid diff 2, no call of its own (marks repeat the call); GFP+ MAC1+ double positive, %; measured here: differentiation confirmed by MAC1 staining
# The depositor's hits bear a star; i = inactive; . = not tested or not shown; + = active, no number; [ ] = dose if it differs, or a comment. Cut-off read from the data, not from the text of the source, unless noted: active = inhibition above about 50%; inactive = the rest.
SMILES,CSM14.1 death rescue,TNAP activation fold,WT yeast gro inh,WT yeast gro inh mutant strain,Hep lipid drop,Hep lipid drop cells 6.5 µM,Myeloid diff 2,Myeloid diff 2 GFP+ MAC1+ %,UTI89 phage lysis,human PMI inhibitors,human PMI inhibition,P. falciparum M1AAP
CCCOc1nc2ccccc2cc1/C=C/C(=O)O,-0.7%,1.2,1,2,1,705,i,0.4,-0.1%,-7%,-23%,2%
Cc1cc(OCC(=O)Nc2ccccc2F)nc(C(C)C)n1,-2.3%,1.1,-4,-4,5,799,i,2.8,3.2%,10%,9%,2%
CC(=Nc1ccc(O)cc1)c1sc2ccccc2c1O,-3.2%,0.8,54,-2,12,661,i,0.4,-6.0%,22%,22%,12%
CCOC(=O)C(=NCCOC)NNc1cc(Cl)ccc1Cl,-1.9%,1,14,10,11,656,i,0.1,0.3%,-12%,-3%,2%
Cc1ccc(S(=O)(=O)N2CCC(C(=O)NCc3ccccc3Cl)CC2)cc1,-3.0%,1.1,17,27,18,763,i,11,-1.9%,-8%,-11%,15%
CCOc1ccc(NC(=O)CSc2nc3cccnc3n2CCOC)cc1,-1.8%,1,-6,5,-9,614,i,1.2,3.3%,6%,8%,0%
COc1ccc(-c2csc(NC(=O)COC(=O)Cc3ccc(Cl)cc3Cl)n2)cc1,4.1%,1.1,8,5,-2,668,.,.,.,22%,24%,9%
Cc1ccnc(NC(=O)CCCOc2ccccc2)c1,0.3%,1,-15,-12,1,683,i,0.3,0.4%,12%,11%,3%
Cc1onc(-c2ccccc2Cl)c1C(=O)OCC(=O)c1ccccc1,-0.7%,1.1,58,30,4,800,i,6.1,0.2%,10%,20%,8%
C#CCNC(=O)C1=C[C@H](C2CCCCC2)C[C@H](OCCCCO)O1,1.4%,1,5,5,6,679,i,1.6,-0.8%,35%,8%,1%
Cc1ccc(C(=O)OCCc2sc[n+](Cc3ccccc3)c2C)cc1,-1.4%,0.9,2,1,5,675,i,38,3.5%,2%,0%,15%
CN(Cc1cnccn1)C(=O)CC1C(=O)NCCN1CC(c1ccccc1)c1ccccc1 (stereo unspecified),-1.9%,1,-3,-3,-2,649,i,0.8,0.2%,27%,7%,0%
O=C(CSc1nnc(CNC(=O)c2cccs2)o1)c1ccc(Cl)cc1,0.8%,1,-3,-25,-8,830,i,0.5,-1.4%,12%,12%,4%
COC(=O)c1ccc(Cl)c(NC(=O)CN2CCOCC2)c1,.,1.1,-10,6,0,696,i,0.4,0.9%,0%,0%,6%
Oc1c(C(c2cccs2)N2CCN(c3ccccc3)CC2)ccc2cccnc12 (stereo unspecified),-0.9%,1.1,7,9,22,796,.,.,.,46%,59%*,-4%
COCCCNC(=O)CSc1nc2ccccc2c(=O)n1Cc1ccc2c(c1)OCO2,-1.6%,1.1,-12,0,-11,553,i,0.3,0.2%,-5%,-4%,1%
CC(=O)N1CCN(S(=O)(=O)c2ccc(C)cc2)C1c1ccc(N(C)C)cc1 (stereo unspecified),1.8%,1.1,1,-4,.,.,i,0.4,-0.5%,3%,2%,7%
Cn1c(N2CCN(C(=O)Nc3ccc(C(F)(F)F)cc3)CC2)nc2ccccc21,2.8%,1.1,21,15,2,712,i,1.3,0.9%,0%,5%,-4%
O=S(=O)(/N=C(/Nc1ccccn1)c1ccccc1)c1ccccc1,2.0%,1.1,21,16,.,.,i,5.3,0.1%,-5%,-3%,1%
CCOC(=O)c1c(NC(=O)OC)sc(C(=O)N(C)C)c1C,-2.8%,1.1,71*,20*,12,779,i,0.9,0.0%,11%,21%,-4%
CC(C)(C)NC(=O)Cn1nc(C(F)(F)F)c2c1CCCC2,0.0%,1.1,-5,-18,-11,674,i,0.2,2.5%,6%,8%,0%
NNC(=O)CCN(Cc1ccco1)S(=O)(=O)c1ccc(Cl)cc1,.,.,.,.,0,719,i,1.2,-0.6%,.,.,2%
CC1CCCCN1CC(=O)Nc1cc(S(=O)(=O)N2CCOCC2)ccc1N1CCCC1 (stereo unspecified),0.3%,1.1,-8,9,-11,687,i,0.9,0.3%,-2%,-13%,-1%
COC(=O)c1[nH]c2ccc(C)cc2c1NC(=O)Nc1ccccc1OC,1.0%,1.1,21,3,.,.,i,0.8,0.4%,1%,2%,9%
Fc1ccc(-n2nnc(-c3cccnc3Cl)n2)cc1,-3.4%,1,3,7,-12,716,i,1.2,-0.3%,2%,6%,-2%
# Continuation.
SMILES,CSM14.1 death rescue,TNAP activation fold,WT yeast gro inh,WT yeast gro inh mutant strain,Hep lipid drop,Hep lipid drop cells 6.5 µM,Myeloid diff 2,Myeloid diff 2 GFP+ MAC1+ %,UTI89 phage lysis,human PMI inhibitors,human PMI inhibition,P. falciparum M1AAP
Cc1cc2cc(CNC(=O)COc3ccccc3)ccc2n1C,.,.,.,.,-23,781,i,0.2,-0.2%,.,.,7%
C=CCOc1cccc(C(=O)N2CCCC(CCC(=O)NCc3ccccc3F)C2)c1 (stereo unspecified),1.3%,1,-7,10,-2,637,i,0.3,-0.1%,-4%,3%,-1%
COc1ccc(C2C=C(c3ccccc3)Nc3nc(NC(C)=O)nn32)cc1 (stereo unspecified),3.5%,1,-4,-6,10,741,.,.,.,-42%,-22%,23%
O=C(C1=C[C@H](c2ccccc2)C[C@H](OCc2ccc(CO)cc2)O1)N1CCCCCCC1,1.2%,0.9,-11,-10,5,720,.,.,.,-1%,0%,5%
Cc1cccc(-c2nc3cc([N+](=O)[O-])ccc3o2)c1,-2.1%,1.1,8,11,1,568,i,0.9,2.1%,-9%,0%,-3%
Cn1c(NC(=O)c2ccc(C(C)(C)C)cc2)cc(=O)n(C)c1=O,5.2%,1,1,6,3,693,i,1.9,-2.4%,6%,8%,0%
Cc1cccc(NC(=O)COc2cccc3c2CCN(Cc2ccccc2)C3=O)c1C,-0.3%,1.1,5,-11,2,562,+,4.5*,0.9%,8%,8%,-1%
Cc1ncc([N+](=O)[O-])n1CC(=O)Nc1ccccc1,-1.1%,1.1,-3,-9,3,685,i,0.2,0.4%,-11%,-16%,10%
COc1ccc(OC)c(-c2csc(NC(=O)Cc3cccs3)n2)c1,0.7%,1,24,31,-6,635,+,2.9*,-0.2%,21%,17%,4%
COC(=O)c1c(C(=O)OC)c2ccncn2c1Cl,2.5%,1,-3,-9,2,816,i,1.5,0.6%,5%,9%,10%
COc1cccc(/C=N/n2c(=S)n(C)c3ccccc32)c1OC,2.3%,1,16,17,1,836,i,1.7,0.0%,8%,13%,0%
O=C1N(S(=O)(=O)c2ccccc2F)C(=O)C2(CCCC2)N1S(=O)(=O)c1ccccc1F,-1.8%,1,-2,11,.,.,i,3.7,0.0%,4%,2%,10%
O=C(O)/C=C/C(=O)NCc1ccccc1,-2.5%,1.1,7,-12,13,763,i,2.8,2.8%[50 µM],-16%,-20%,3%
CC(=O)CCS(=O)(=O)c1ccc(Oc2ccc(S(=O)(=O)CCC(C)=O)cc2)cc1,-5.3%,1.1,-1,-2,-4,753,i,1.8,-0.8%,-3%,-6%,1%
CC(C)C(=O)Nc1ccc(C(=O)NNC(=O)NC2CCCCC2)cc1,-1.4%,1.1,-7,7,.,.,i,0.8,0.3%,8%,5%,5%
Cc1ccccc1NC1(C#N)C(=O)Nc2ccccc21 (stereo unspecified),-1.4%,0.9,-9,-2,5,786,i,0.7,-11%,0%,2%,1%
Cc1noc(C)c1S(=O)(=O)N1CCCC(C(=O)c2cccc(OC(C)C)c2)C1 (stereo unspecified),7.6%,1,18,9,-17,724,i,0.0,0.3%,6%,9%,2%
O=C(CSc1nc2ccccc2[nH]1)c1cccs1,-0.4%,1.2,-10,1,.,.,i,1.1,3.4%,5%,2%,3%
CN(c1ccccc1)c1nc(N)c([N+](=O)[O-])c(NCc2ccco2)n1,-1.5%,1,-11,-22,12,661,i,0.8,-2.0%,14%,9%,6%
CCC(C)NC(=O)/C=C1\Sc2ccccc2NC1=O (stereo unspecified),-2.5%,1.1,2,-2,-2,669,i,0.9,1.5%,12%,11%,6%
CCOc1cc(C)c(C(C)C)cc1S(=O)(=O)NCc1ccccn1,-2.0%,1.1,35,9,-37,544,i,0.8,0.5%,4%,4%,-2%
COc1cccc(Nc2nc3cc(OC)ccc3cc2C#N)c1,0.5%,1.1,0,15,5,642,i,0.6,-0.5%,2%,0%,9%
CC(C)c1ccc(N2CC(C(=O)Nc3nccs3)CC2=O)cc1 (stereo unspecified),.,1,5,17,1,653,i,8.7,14%,4%,5%,9%
O=C(Nc1cc2cccc([N+](=O)[O-])c2oc1=O)c1cccs1,-2.0%,1,-8,18,-1,655,i,0.2,0.1%,-4%,2%,1%
COc1cc2cc(CN(CCN3CCOCC3)C(=O)Nc3ccc(F)cc3)c(=O)[nH]c2cc1OC,-1.2%,1.1,-4,3,0,710,i,0.3,-0.6%,2%,3%,4%
O=C(NCc1ccco1)c1cc([N+](=O)[O-])ccc1N1CCOCC1,-0.4%,1.1,-15,-19,2,678,i,0.0,0.1%,-15%,-26%,4%
Cc1cc(C)cc(NC(=S)NN)c1,-1.3%,1.1,24,1,32,658,i,0.3,0.4%,-2%,3%,-1%
Cc1nn(C)cc1CNCc1ccc(OCC(O)CN(C)Cc2ccccc2)cc1 (stereo unspecified),-0.4%,1.1,-3,-15,-8,715,i,0.2,-0.1%,5%,6%,10%
O=C(/C=C/c1ccc2c(c1)OCCO2)c1ccc(O)cc1,.,.,.,.,-12,715,i,0.7,0.8%,.,.,9%

# Compound activity from PubChem BioAssay.
